AmpC det inh: inhibitors of E. coli AmpC beta-lactamase with detergent | purified AmpC, nitrocefin hydrolysis with detergent | AID 584 | hit rate 0.09% among 71,000 | Potency, µM (doses to about 28.7 µM), for inactives: top-dose activity change, negative = inhibition; active means well fitted curve in the direction sought with a large enough effect
Target sequence (P00811 whole entry, looked up): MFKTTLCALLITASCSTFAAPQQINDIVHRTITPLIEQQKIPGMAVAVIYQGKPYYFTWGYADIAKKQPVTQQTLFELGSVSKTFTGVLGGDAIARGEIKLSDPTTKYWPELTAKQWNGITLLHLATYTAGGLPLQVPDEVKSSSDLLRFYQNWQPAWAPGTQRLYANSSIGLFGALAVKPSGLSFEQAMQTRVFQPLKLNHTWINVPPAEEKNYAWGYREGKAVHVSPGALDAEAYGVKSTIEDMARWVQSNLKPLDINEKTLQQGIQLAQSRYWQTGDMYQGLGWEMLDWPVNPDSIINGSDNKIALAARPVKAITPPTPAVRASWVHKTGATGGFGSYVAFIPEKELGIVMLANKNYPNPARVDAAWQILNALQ
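E. coli AmpC (5.3 nM) in 20 mM phosphate pH 7.0 with 0.01% Triton X-100, preincubated 15 min RT with compound; nitrocefin (2 uL of 800 uM stock) hydrolysis followed by 480 nm absorbance every 20 s over 4 min.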
* marks the source's active call; other numbers are inactive results; [ ] = dose if it differs, or a comment. On the % scale 0 is the no-effect control and ±100 the full control effect; potency means the concentration at half of the fitted maximal effect. The list is partial, so the mix of outcomes need not match the whole.

SMILES	AmpC det inh
COC(=O)c1ccccc1NC(=O)CSc1nnnn1-c1ccc(C)cc1C	-3%
COc1ccccc1-c1c(C)oc2cc(OC(=O)c3ccco3)ccc2c1=O	-4%
COc1ccc(-n2c(=O)c(-c3cc(F)cc(F)c3)nc3cnc(N(C)C)nc32)cc1	-1%
N#Cc1c(N)[nH]c(=S)c(C#N)c1-c1ccccc1	4%
O=NN(CCO)CCO	10%
COCCn1c(=S)[nH]c2cc(C(=O)N3CCc4ccccc43)ccc2c1=O	15%
COc1ccc(-c2[nH]ncc2-c2ccc(Cl)cc2)c(O)c1	-4%
C=C[C@@H]1CN2CC[C@@H]1C[C@H]2[C@H](O)c1ccnc2ccccc12	-2%
c1ccc(N2CCN(CCc3nnc4n3CCCCC4)CC2)cc1	0%
O=C(NC1CCCCC1)C(c1ccc(Cl)cc1)N(C(=O)c1cnccn1)c1ccc2c(c1)OCO2 (stereo not given)	1%
Nc1ccc(O)c([N+](=O)[O-])c1	11%
CCOC(=O)N1CCN(C(=O)CS(=O)(=O)Cc2nc(-c3ccccc3C)oc2C)CC1	1%
Cc1cccc(-n2c(CN3C(=O)c4ccccc4C3=O)nc3ccccc3c2=O)n1	-3%
O=C(Nc1ccc(F)cc1)N(CCCN1CCOCC1)Cc1cc2cc3c(cc2[nH]c1=O)OCCO3	13%
O=C(COC(=O)C1CCN(C(=O)c2ccc(Cl)cc2)CC1)c1ccco1	-3%
CCC(C)(C)N1CC(=O)N(Cc2ccccc2)C(c2ccc(OC)cc2)C1=O (stereo not given)	-3%
COc1ccc(-c2noc(CCCc3ccccc3)n2)cc1OC	-3%
Cc1nc2ccccc2c2oc(C(=O)NCCN3CCN(C)CC3)cc12	6%
CS/C(=N\S(=O)(=O)c1cccs1)Nc1ccc(N2CCOCC2)cc1	8%
CC(c1ccco1)N(C(=O)c1ccc(Cl)s1)c1ccccn1 (stereo not given)	-3%
O=C(NC1CCCCC1)NC1CCN(S(=O)(=O)Cc2ccccc2)CC1	-10%
CC#C[C@@]1(O)CC[C@H]2[C@@H]3CCC4=CC(=O)CCC4=C3[C@H](c3ccc(N(C)C)cc3)C[C@]21C	-4%[12.8 µM]
Cc1cc(Cl)c(S(=O)(=O)Nc2ccon2)cc1OCC(=O)NC1CCCCC1	-2%
CCCS(=O)(=O)c1nc(S(=O)(=O)c2ccc(C)cc2)c(N2CCCC2)s1	1%
COc1ccc(N2CCN(CCCNC(=O)C3CCCN(S(=O)(=O)c4cnc[nH]4)C3)CC2)cc1 (stereo not given)	12%
CCOC(=O)c1c(C)n(OCc2ccccc2)c2ccc3nonc3c12	0%
Cc1cc(=O)oc2cc(OCC(=O)N3CCCc4ccccc43)ccc12	-3%
Cn1c(=O)c2c(-c3ccccc3)n(-n3cnnc3)cc2n(C)c1=O	13%
CC1(C(=O)NCc2cc(F)cc(C(F)(F)F)c2)C=CC2(CCCCC2)N1C(=O)c1ccccc1 (stereo not given)	13%
CN(C)CCN1C(=O)c2oc3ccccc3c(=O)c2C1c1cccc(Br)c1 (stereo not given)	0%
CCOc1ccc(C(=O)c2nc3c(n2O)CCCC3)cc1	-2%
CCOc1ccc(CCNC(=O)C2CC(=O)N(C3CCCC3)C2)cc1OCC (stereo not given)	-3%
COc1ccc(-n2nnnc2SCC(=O)c2cccc(OC)c2)cc1	18%
C=CCn1c(=O)c(C#N)cc2c(=O)n3ccccc3nc21	0%
CCOC(=O)Cn1c(S(=O)(=O)Cc2ccccc2)nc2ccccc21	10%
CCOc1ccc(OCC)c(NC(=O)CN2CCN(c3cc(C)ccc3C)CC2)c1	3%
CCN(CC)C(=O)C1CCN(CC2CC=CCC2)CC1 (stereo not given)	-1%
COc1nc(OC)nc(N2CCC(C(=O)Nc3cccc4c3CCCC4)CC2)n1	3%
O=C(c1csc2c1CCCC2)N1CCN(c2ncccn2)CC1	1%
CC(C)NC(=O)CCS(=O)(=O)c1ccc(Br)s1	11%
C/C(=C\C1CCCCC1)C(NC(=O)c1cccnc1)c1ccc(-c2ccccc2)cc1 (stereo not given)	3%
O=C(CSc1nnc(-c2ccc(Cl)s2)o1)N1CCOCC1	-1%
COC(=O)c1cc(Br)c(=O)n(-c2ccc(OC)cc2)c1	-1%
CCn1c(SCCN2CCCCC2)nnc1-c1ccc(S(=O)(=O)N2CCOCC2)cc1	-3%
Cc1nn(-c2cc(Cl)ccc2N)c(=O)c2ccccc12	2%
CCOC(=O)CN1C(=O)SC(CC(=O)Nc2nccs2)C1=O (stereo not given)	0%
CN(C)c1nc(Oc2ccc(C(=O)OCC(=O)Nc3ccccc3)cc2)nc(N(C)C)n1	11%
c1ccc(Cn2nnnc2C(c2ccccn2)N2CCOCC2)cc1 (stereo not given)	1%
CC1CC(C)CN(C(=O)COC(=O)CNS(=O)(=O)/C=C/c2ccccc2)C1 (stereo not given)	-6%
CSc1ccccc1NC(=O)CN(Cc1ccc(Cl)cc1)S(C)(=O)=O	-5%
CCN(CC)S(=O)(=O)c1ccc(S(=O)(=O)N(Cc2ccccn2)Cc2ccco2)cc1	15%
Cc1cc(Br)ccc1NC(=O)CNC(=O)CN(C)Cc1nc2ccccc2c(=O)[nH]1	-2%
COC(=O)Nc1nc(C)c(C(=O)N(C)C)s1	-2%
Cc1ccc2nc(NCc3ccco3)c(C=NCc3ccco3)c(=O)n2c1	-3%
Cc1cccc(C)c1NC(=O)[C@H](C)N	-2%[12.8 µM]
CCOC(=O)c1cccc(-n2c(C)nc3ccccc3c2=O)c1	-6%
Cc1cc(C)cc(OCC(=O)NCc2nc(-c3ccccc3)no2)c1	-3%
O=C(CSc1nnc(-c2cccs2)n1Cc1ccco1)c1ccc2c(c1)OCO2	-6%
CCCC(=O)N1c2ccc(-c3csc(N)n3)cc2CC1C (stereo not given)	11%
C/C=C1\CC2C=CC1C2 (stereo not given)	9%
The list goes on:
SMILES	AmpC det inh
O=C(NCCF)[C@H]1C[C@@H]1[C@H](NP(=O)(c1ccccc1)c1ccccc1)c1ccccc1	-1%
COC(=O)c1ccc(NC(=O)CN2CCN(c3cccc(Cl)c3)CC2)cc1	-2%
O=C(c1cc(S(=O)(=O)N2CCOCC2)c(Cl)cc1Cl)N1CCCCC1	-2%
Cc1cc(C)nc(N2CCC(C(=O)NCc3cccs3)CC2)n1	-2%
COc1cc(N=Nc2cccc(S(N)(=O)=O)c2)c2ccccc2c1N	-1%[5.75 µM]
CSc1nnc(Cc2cc(=O)[nH]c(=O)[nH]2)n1-c1cc(C)ccc1C	-12%
c1ccc2c(Cn3nnc4ccccc43)cccc2c1	0%
CC1Cc2ccccc2N1C(=O)CSc1nc2c(c(=O)n(C)c(=O)n2C)n1Cc1ccccc1 (stereo not given)	-5%
COCc1c(CN)cnc(C)c1N	0%
CCOC(=O)CN(C(=O)c1ccccc1)c1ccccc1C	9%
CCOC(=O)CNC(=O)CSc1nnc(-c2ccccc2)n1Cc1ccco1	-2%
O=S(=O)(c1ccc(Oc2ccc(Br)cc2)cc1)N1CCOCC1	-6%
Cc1ccc(-c2cn3cccnc3n2)cc1NC(=O)c1c(-c2ccccc2Cl)noc1C	-7%
CCOC(=O)C1CCN(CC(O)COc2ccc(C(C)(C)C)cc2)CC1 (stereo not given)	-1%
CCCCOC(=O)C1C2C=C[C@]3(CN(CCCOC)C(=O)[C@H]13)O2 (stereo not given in full)	-3%
CCOC(=O)N1CCN(C(=O)CCSc2ccc(C)cc2)CC1	-3%
CC1CCCCN1C(=O)CSc1nc(-c2ccccc2)cc(=O)[nH]1 (stereo not given)	-9%
Cn1c(SCc2ccccn2)nnc1-c1cnccn1	-2%
O=C(CCNS(=O)(=O)c1ccc(Cl)cc1)NCc1cccnc1	0%
O=S(=O)(c1ccccc1)N1CCC2(CCCN(c3ncccn3)C2)CC1	0%
O=[N+]([O-])c1cccc(/C=N\NC2=CS(=O)(=O)C=C2)c1	1%[5.75 µM]
CCN(CC)CCCN1C(=O)C(O)=C(C(=O)c2ccco2)C1c1ccc(OC(C)C)cc1 (stereo not given)	0%
CC(C)CCNC(=O)C(c1ccco1)N(Cc1ccccc1)C(=O)c1snc(C(N)=O)c1N (stereo not given)	25%
CCOC(=O)c1sc(NC(=O)CSc2nnc(C)s2)c(C(=O)OCC)c1C	0%
CCOC(=O)N1CCC(NC(=O)CCc2nc(-c3ccccc3F)no2)CC1	-2%
Cn1c(SCC(N)=O)nnc1C1CCN(S(=O)(=O)c2ccccc2C(F)(F)F)CC1	-1%
Cc1nnc(N2C(=O)c3oc4ccccc4c(=O)c3C2c2ccco2)s1 (stereo not given)	11%
O=C(C1CC1)N1CCN=C1SCc1ccc(F)cc1	8%
COc1ccc(CCN(C)Cc2ccncc2)cc1OC	-4%
COc1ccc(OCC(=O)Nc2cccc3ncccc23)cc1	-3%
O=[N+]1C2=C(CCCC2)N([O-])C12CCCC2	10%
CCC(Sc1nnnn1C)C(=O)Nc1ccc(C(C)=O)cc1 (stereo not given)	-3%
C/C=C/c1ccc(OCCCCn2cncn2)c(OC)c1	-2%
CCCN1CCN(C(=O)Cn2cccc2C(=O)c2ccccc2)CC1	10%
COC(=O)C(Cc1ccc(O)cc1)NC(=O)c1ccccc1OC (stereo not given)	-1%
c1ccc2c(c1)oc1c(NCCCn3ccnc3)ncnc12	-2%
CCOC(=O)C1CCCN(C(=O)c2cn(CC(C)C)c(=O)c3cc(OC)c(OC)cc23)C1 (stereo not given)	11%
NC(CSC12CC3CC(CC(C3)C1)C2)C(=O)O (stereo not given)	1%
Nc1ncnc2c1ncn2C1CCCC1	-1%
O=C(c1cn(-c2ccccc2)nc1-c1ccncc1)n1nnc2ccccc21	-7%
CCN1c2ccccc2-c2nc3ccccc3n2C1c1ccncc1 (stereo not given)	13%
C[C@H](CO)NC(=O)[C@H]1C[C@@H]1[C@H](NP(=O)(c1ccccc1)c1ccccc1)c1ccccc1	-2%
COc1ccc(S(=O)(=O)Cc2ccc(C(=O)N3CCN(c4cccc(C)c4)C(C)C3)o2)cc1 (stereo not given)	12%
CC1=C/C(=C/N(C)c2ccccc2)C(=O)S1	24%
COCCNC(=O)Cn1cc2c(n1)CCCCC2	5%
CCCn1c(SCC(=O)NC(=O)Nc2ccc(C)cc2C)n[nH]c1=O	-1%
COCCNc1ncnc2ccc(-c3ccc(C(=O)N(C)C)cc3)cc12	-1%
CCOC(=O)c1ccc(NC(=O)Nc2ccc(OC)c(OC)c2)cc1	-4%
CCC(=O)Nc1ccc2oc(-c3cccc(C)c3)nc2c1	-4%
O=C(NCC1CCCO1)C1CCC(N2C(=O)c3ccccc3C2=O)CC1 (stereo not given)	1%
O=C(C1CCN(c2nnc(-n3cccc3)s2)CC1)N1CCc2ccccc2C1	3%
O=C(C1CC1)N1CCc2cc(S(=O)(=O)N3CCCc4ccccc43)ccc21	-6%
O[C@@H]1C2CCCC1[C@]1(O)CCCCC1C2 (stereo not given in full)	-5%
O=C1CCc2ccccc2O1	9%
CCC(c1nnnn1C1CCCC1)N(Cc1cccs1)Cc1cc2cc(C)ccc2[nH]c1=O (stereo not given)	6%
Cn1cc(CNC(=O)COc2ccc(Cl)cc2Cl)cn1	-2%
O=C(COc1ccc(N2CC(C(=O)O)CC2=O)cc1)Nc1cccc(C(F)(F)F)c1 (stereo not given)	-4%
COc1ccc(-n2c(SCC(=O)N3CCCCC3C)nnc2-c2cccnc2)cc1 (stereo not given)	-3%
Cn1c(Cn2c(=O)sc3ccccc32)nnc1SCC(=O)Nc1ccc(Cl)cc1	11%
Cc1sc2ncnc(SCC(=O)N3CCN(C(=O)c4ccco4)CC3)c2c1C	7%
(listing goes on)
SMILES	AmpC det inh
Cc1cccc(NC(=O)c2c(O)c3cccc4c3n(c2=O)CCC4)n1	1%
Clc1ccc(C2CC(c3cccs3)n3ncnc3N2)c(Cl)c1 (stereo not given)	11%
O=C(O)COc1ccc(S(=O)(=O)c2ccc(OCC(=O)O)cc2)cc1	0%
CC(C)n1c(SCC(N)=O)nc2c1c(=O)n(C)c(=O)n2C	3%
CC(C)CN1CCC2(CC1)CCN(C(=O)c1ccncc1)CC2	-1%
O=C(O)CNS(=O)(=O)c1ccc(F)cc1	3%
CC(C)=CC(=O)OCC(=O)Nc1ccccc1Cl	-2%
COc1cccc(C2CC(c3cccc(Br)c3)n3ncnc3N2)c1 (stereo not given)	10%

Bioassay records as filed in PubChem BioAssay.
